# Bioassay records: PubChem, National Center for Advancing Translational Sciences (NCATS)
# WRN inhibitor: WRN helicase (human) inhibition. Q14191. WRN helicase unwinding, fluorescent forked duplex, kinetic. Potency, µM (top dose mostly 114 µM), inactives show top-dose activity change, negative = inhibition, most hits filed as inhibitors. hit rate 0.46% among 360,000. AID 651768; also: potency is read from the fitted curve at half-maximal effect; % is scaled to controls: 0 for no effect and ±100 for the full control effect; nearly all actives have a fitted effect of over 55% in size
#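 Screening of the MLSMR collection measured strand separation of a quenched forked DNA duplex (100 nM) by 20 nM WRN with 2 mM ATP, all final. Compounds were preincubated with enzyme 15 min at room temperature.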
# GLP1R ag: GLP-1 receptor (human) agonism. P43220. HEK293 GLP-1R CRE-luciferase, luminescence, 4-6 h; cells express a hypersensitive GLP-1R form. Potency, µM (series often up to 45.6 µM), for inactives: at the highest dose activation, hits mostly activators. hit rate 0.007% among 380,000. AID 624172; also: potency is read from the fitted curve at half-maximal effect; % of control where 0% means no effect
# IL2 activator: activates IL-2 in a cell-based reporter assay. IL-2 activation reporter assay, cell-based qHTS; stimulated with anti-CD3/CD4/CD28 beads; in transgenic mouse T cells. activation, % (series mostly up to about 46 µM). hit rate 0.065% among 360,000. AID 652025; in the data active = activation above about 50%; inconclusive = mostly about 30% to 49%; also: 0% is about no effect
#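 First, unstimulated transgenic mouse T cells were exposed to compound for 60 min. Next, anti-CD3/anti-CD4-coated beads with anti-CD28 were added. Finally, after 18 h at 37 degrees C, EGFP and DsRed were imaged.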
# PI5P4K alpha inh: PI5P4K alpha (human) kinase inhibition. P48426. PI5P4Kalpha enzyme, ADP-Glo luminescence, 60 min; active compounds read low. max response, %. hit rate 1.2% among 330,000. AID 652105; active = max response of -50% or lower; inconclusive = between -30% and -50%; inactive = -30% or higher; also: value at the top dose of about 77 µM; % is scaled to controls: 0 for no effect and ±100 for the full control effect
# Target sequence (P48426 whole entry, looked up): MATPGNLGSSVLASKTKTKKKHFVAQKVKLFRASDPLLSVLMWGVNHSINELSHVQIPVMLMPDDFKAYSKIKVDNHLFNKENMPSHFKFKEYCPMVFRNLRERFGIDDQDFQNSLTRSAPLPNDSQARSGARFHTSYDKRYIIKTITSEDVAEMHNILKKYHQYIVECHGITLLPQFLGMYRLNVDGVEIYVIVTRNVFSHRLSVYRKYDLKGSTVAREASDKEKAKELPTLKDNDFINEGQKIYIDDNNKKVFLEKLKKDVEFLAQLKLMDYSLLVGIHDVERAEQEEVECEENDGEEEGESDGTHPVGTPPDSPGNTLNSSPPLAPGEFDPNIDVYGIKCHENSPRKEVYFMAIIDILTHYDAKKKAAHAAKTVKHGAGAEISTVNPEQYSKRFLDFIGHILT
#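 Quantitative HTS of the MLSMR library against PI5P4Kalpha with substrate. ATP added last at 5 microM final; room temperature, 60 minutes. Remaining ATP depleted, ADP converted and read as luminescence.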
# HEK293 tox: cytotoxicity in counter-screen for GLP-1R inverse agonists. HEK293 cAMP-luciferase reporter cells, luminescence, 24 h. Potency, µM (highest dose often 38.3 µM), for inactives: at the highest dose activity change, negative = inhibition, most hits filed as inhibitors. hit rate 0.13% among 410,000;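 also: loss of luciferase light is scored as toxicity; potency is read from the fitted curve at half-maximal effect; % is scaled to controls: 0 for no effect and ±100 for the full control effect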
#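 Quantitative HTS format, 1536 wells, 200 cells/uL seeded. Compounds: 23 nL, 24 h, 37 °C. Detection: luciferase reagent, luminescence at 12 min RT; decreased signal taken as cytotoxic.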
# PLK1 PBD block: blocks phosphopeptide binding to human PLK1 polo-box domain; P53350; Plk1 PBD binding of FITC phosphopeptide, fluorescence polarization; Potency, µM, for inactives: max response, negative = inhibition, hits mostly inhibitors; hit rate 2.8% among 360,000; AID 720504; also: potency is read from the fitted curve at half-maximal effect; series mostly up to about 57 µM; % is scaled to controls: 0 for no effect and ±100 for the full control effect; nearly all actives have a fitted effect of over 65% in size
# GLP-1R inv ag: GLP-1 receptor (human) inverse agonism; hit rate 1.6% among 410,000; HEK293 GLP-1R CRE-luciferase, luminescence, 24 h; GLP-1R form is constitutively active; P43220; Potency, µM (doses to about 38.3 µM), for the others: at the top dose activity change, negative = inhibition, usual class: inhibitors; also: potency is read from the fitted curve at half-maximal effect; % is scaled to controls: 0 for no effect and ±100 for the full control effect; nearly all actives have a fitted effect of over 55% in size
#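 Inverse agonism was detected as reduced cAMP-driven luciferase luminescence after 24 h compound treatment. The cells were HEK293 clones expressing constitutively active human GLP-1R with the reporter. Reporter-only and GPR119 cell lines served as counterscreen controls.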
# DRD3 antagonist: antagonists of human D3 dopamine receptor; AID 652054; max response, negative = inhibition, %; D3R cells, DiscoveRx beta-arrestin luminescence, antagonist mode; active compounds read low; hit rate 2.5% among 360,000; in the data active = max response below about -50%; inconclusive = no clear call, values can overlap the other calls; also: % is scaled to controls: 0 for no effect and ±100 for the full control effect; mostly tested at two doses, the higher about 12 µM
# Target sequence (P35462 whole entry, looked up): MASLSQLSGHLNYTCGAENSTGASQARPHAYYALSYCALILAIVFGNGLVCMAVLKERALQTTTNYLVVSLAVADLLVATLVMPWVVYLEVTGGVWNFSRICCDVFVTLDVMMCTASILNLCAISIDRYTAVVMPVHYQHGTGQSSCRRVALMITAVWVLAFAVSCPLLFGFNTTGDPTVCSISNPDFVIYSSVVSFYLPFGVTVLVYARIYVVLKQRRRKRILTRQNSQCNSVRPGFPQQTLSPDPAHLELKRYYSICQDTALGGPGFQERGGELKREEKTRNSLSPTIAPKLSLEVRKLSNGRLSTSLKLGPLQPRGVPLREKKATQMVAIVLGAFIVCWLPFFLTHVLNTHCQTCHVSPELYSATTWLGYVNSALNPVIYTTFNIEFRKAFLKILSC
#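 Cells expressing the human receptor were seeded at 1500 cells/well, incubated overnight at 37 degrees C in 5% CO2, then exposed to library compounds with dopamine controls for 90 minutes at 37 degrees C before luminescent detection.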
# DRD3 agonist: D3 dopamine receptor (human) agonism; max activation, %; P35462; D3R DiscoveRx beta-arrestin cells, luminescence, 90 min; hit rate 0.58% among 410,000; in the data active = max activation above about 30%; also: 0% is about no effect; mostly tested at two doses, the higher about 12 µM
#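 Cells at 1500/well, incubated overnight, then treated with pinned compounds (dopamine as control) for 90 min at 37 degrees C. DiscoveRx reagent added for 30 - 60 minutes at room temperature; luminescence read.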
# Starred values were filed as active, the others as inactive; ? = inconclusive; . = not tested or not shown; & = joins results of further samples; [ ] = dose if it differs, or a comment. Unless noted, calls follow the shape of the dose curve; as a rule, active = well fitted curve in the direction sought with a large enough effect; inconclusive = small, poorly fitted or top-dose-only effect, or another doubt; inactive = no such curve, though single readings can be large; an effect the other way counts as inactive or inconclusive.
# Start of the data: the first 11 compounds, ahead of the listing:
item	smiles	WRN inhibitor	GLP1R ag	IL2 activator	PI5P4K alpha inh	HEK293 tox
1	O=C(CCl)NCCCN(C(=O)C(Cl)Cl)c1ccc([N+](=O)[O-])cc1	-4%	-2%	-0.2	2	-26%
2	CCOC(=O)c1sc(NC(=O)CSc2nc(-c3ccco3)cc(C(F)(F)F)n2)c(C(=O)OCC)c1C	0%	3%	0.7	2	25%
3	COc1cc(OC)cc(C(=O)Oc2c(CN3CCOCC3)cc(Cl)c3cccnc23)c1	-8%	0%	-4.5	-3	?
4	CC(=O)c1cccc(NC(=O)CSc2ccc(-c3ccccn3)nn2)c1	-8%	0%	-3.1	0	-26%
5	Cc1nn(C)c(C)c1NS(=O)(=O)c1ccc(Cl)s1	4%	5%	0.0	3	24%
6	Cn1c(COc2ccc(Cl)cc2)nc2ccccc2c1=O	-16%[57.1 µM]	5%	-2.8	.	-17%
7	CCOC(=O)N1CCN(S(=O)(=O)c2ccc(C(=O)N(CCCN(C)C)c3nc4c(C)c(C)ccc4s3)cc2)CC1	-3%	6%	-5.6	16	-11%
8	O=C1c2ccccc2C(=O)N1CCCc1c[nH]c2ccccc12	-16%	8%	0.9	6	1%
9	COc1ccc(C[C@H]2CN3C(=NC[C@@H]3Cc3ccc(O)cc3)N2C[C@H](C)NC(=O)CCC2CCCCC2)cc1	6%	5%	0.1	3	-6%
10	CCNS(=O)(=O)c1ccc(CCC(=O)N2CCN(C(=O)OCC)CC2)cc1	-2%	1%	-0.2	-4	6%
11	CCc1ccc(N(C(=O)c2csnn2)C(C(=O)NC(C)(C)CC)c2cccnc2)cc1 (stereo unspecified)	-3%	-2%	-1.1	6	-7%

item	PLK1 PBD block	GLP-1R inv ag	DRD3 antagonist	DRD3 agonist
1	-1%	-11%	-13	-9
2	4%	1%	5	2
3	6%	10µM*	-64*	-22
4	-7%	4%	4	15
5	-13%	-11%	-1	-3
6	4%	13%	9	0
7	-2%	?	-19	-16
8	3%	16%	-6	0
9	-6%	-28%	?	-48
10	-2%	13%	7	3
11	-5%	57%[activator]	-1	-5

# All compounds of this part, from the start:
item	smiles	WRN inhibitor	GLP1R ag	IL2 activator	PI5P4K alpha inh	HEK293 tox
1	O=C(CCl)NCCCN(C(=O)C(Cl)Cl)c1ccc([N+](=O)[O-])cc1	-4%	-2%	-0.2	2	-26%
2	CCOC(=O)c1sc(NC(=O)CSc2nc(-c3ccco3)cc(C(F)(F)F)n2)c(C(=O)OCC)c1C	0%	3%	0.7	2	25%
3	COc1cc(OC)cc(C(=O)Oc2c(CN3CCOCC3)cc(Cl)c3cccnc23)c1	-8%	0%	-4.5	-3	?
4	CC(=O)c1cccc(NC(=O)CSc2ccc(-c3ccccn3)nn2)c1	-8%	0%	-3.1	0	-26%
5	Cc1nn(C)c(C)c1NS(=O)(=O)c1ccc(Cl)s1	4%	5%	0.0	3	24%
6	Cn1c(COc2ccc(Cl)cc2)nc2ccccc2c1=O	-16%[57.1 µM]	5%	-2.8	.	-17%
7	CCOC(=O)N1CCN(S(=O)(=O)c2ccc(C(=O)N(CCCN(C)C)c3nc4c(C)c(C)ccc4s3)cc2)CC1	-3%	6%	-5.6	16	-11%
8	O=C1c2ccccc2C(=O)N1CCCc1c[nH]c2ccccc12	-16%	8%	0.9	6	1%
9	COc1ccc(C[C@H]2CN3C(=NC[C@@H]3Cc3ccc(O)cc3)N2C[C@H](C)NC(=O)CCC2CCCCC2)cc1	6%	5%	0.1	3	-6%
10	CCNS(=O)(=O)c1ccc(CCC(=O)N2CCN(C(=O)OCC)CC2)cc1	-2%	1%	-0.2	-4	6%

item	PLK1 PBD block	GLP-1R inv ag	DRD3 antagonist	DRD3 agonist
1	-1%	-11%	-13	-9
2	4%	1%	5	2
3	6%	10µM*	-64*	-22
4	-7%	4%	4	15
5	-13%	-11%	-1	-3
6	4%	13%	9	0
7	-2%	?	-19	-16
8	3%	16%	-6	0
9	-6%	-28%	?	-48
10	-2%	13%	7	3

# The results go on:
item	smiles	WRN inhibitor	GLP1R ag	IL2 activator	PI5P4K alpha inh	HEK293 tox
11	CCc1ccc(N(C(=O)c2csnn2)C(C(=O)NC(C)(C)CC)c2cccnc2)cc1 (stereo unspecified)	-3%	-2%	-1.1	6	-7%
12	O=C(CSc1nc(-c2ccccc2Cl)ns1)Nc1ccc2c(c1)OCO2	-36%[57.1 µM]	3%	-1.0	1	?
13	C/C(CC(=O)Nc1ccc(C)c(Cl)c1)=N\NC(=O)c1ccncc1	3%	6%	-0.2	4	11%
14	CC(=O)Oc1ccc2oc(/C=C/N(C)C)c([N+](=O)[O-])c2c1	2%	-3%	0.8	-5	?
15	COc1ccccc1C=NN=Cc1ccccc1O	3%	1%	-5.0	2	-3%
16	CC(=O)c1cc2c(cc1N/C(=N/S(=O)(=O)c1ccccc1)c1ccc(Cl)cc1)OCO2	-21%	8%	-0.2	8	9%&79%
17	O=[N+]([O-])c1ccc(Oc2ccc(F)cc2Br)c2ccncc12	-7%	-4%	-0.3	-2	-8%
18	CCCCc1cc(=O)oc2cc(OC(C)C(=O)NCc3ccccn3)c(Cl)cc12 (stereo unspecified)	4%	4%	-0.8	1	-5%
19	CCOC(=O)c1cc(=O)n(Cc2ccccc2C)c2ccccc12	-9%	17%	0.6	.	-14%
20	Nc1nnc(SCC(=O)OCC(=O)Nc2ccccc2)s1	-5%	-2%	0.2	-5	2%
21	CCCN(CCC)C(=O)c1ccc2nc(-c3ccc(OC)c(OC)c3)c(-c3ccc(OC)c(OC)c3)nc2c1	-5%	14%	1.2	7	137%[activator]
22	CCN(CC)c1ccc(C2C(C(=O)OCCOC)=C(C)NC3=C2C(=O)CC(C)(C)C3)cc1 (stereo unspecified)	-6%	11%	0.7	11	-4%
23	C[C@@H]1CN([C@@H](C)CO)C(=O)CCCn2cc(nn2)CO[C@H]1CN(C)S(=O)(=O)c1cccc(F)c1	6%	3%	-1.4	-2	4%

item	PLK1 PBD block	GLP-1R inv ag	DRD3 antagonist	DRD3 agonist
11	-5%	57%[activator]	-1	-5
12	-5%	-5%	-3	7
13	-11%	10µM*	-4	-1
14	-3%	-11%	-80*	-6
15	3%	5%	2	2
16	-5%	0%&9%	-21	-16&2
17	-5%	-29%	0	0
18	4%	8%	-2	-4
19	-4%	0%	4	26
20	-22%	8%	2	4
21	-6%	?	4	2
22	-6%	-30%	35	-2
23	0%	3%	-2	1

# An unsorted share of the library (roughly 7.8% active in at least one column).
